SW480 rereplic: inducers of DNA re-replication in SW480 colon cancer cells; SW480 DNA re-replication, Hoechst DNA content imaging, 48 h; Potency, µM (series often up to 46.1 µM), for inactives: at the highest dose re-replication activation, most hits filed as activators; 1.8% of 340,000 active; AID 624297; also: % of control where 0% means no effect; nearly all actives have a fitted effect of over 55% in size
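Image-based read-out: total Hoechst fluorescence of nuclei (405 nm excitation, 500-530 nm emission), with hits raising the fraction of high-intensity nuclei. SW480 colon cells incubated 48 hr with compounds at 37 C.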
TDP-43 yeast inh: rescues yeast growth from TDP-43 toxicity | Potency, µM (series often up to 46.1 µM), without a hit: at the top dose growth rescue (activation), most hits filed as activators | 1.8% of 410,000 active | AID 652104 | TDP-43 expressing yeast growth rescue, BacTiter-Glo, 24 h; also: % of control where 0% means no effect; nearly all actives have a fitted effect of over 50% in size
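Galactose-induced TDP-43 yeast, OD600=0.02, compound pinned; 24 hr, 30 deg C; BacTiter-Glo luminescence for growth. Inhibitors of TDP-43 toxicity read as activators.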
HT1080-NT tox: kills 2HG-producing HT-1080-NT fibrosarcoma cells; HT-1080-NT fibrosarcoma viability, CellTiter-Glo ATP luminescence, 48 h; Potency, µM (highest dose often 46.1 µM), without a hit: at the highest dose activity, negative = less viability, usual class: cytotoxic; 1.6% of 360,000 active;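 also: NT is the 2HG producing partner of a matched IDH1 knockdown line; 0% = DMSO-treated cells and -100% = media-only wells without cells; nearly all actives have a fitted effect of over 55% in size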
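Fibrosarcoma NT cells, 750 per well in 5% FBS RPMI, were exposed to compound for 48 hours. Viability: CellTiter-Glo luminescence.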
GLP1R inv ag: GLP-1 receptor (human) inverse agonism | P43220 | HEK293 GLP-1R CRE-luciferase, luminescence, 24 h; GLP-1R form is constitutively active | Potency, µM (series often up to 38.3 µM), for inactives: at the highest dose activity change, negative = inhibition, hits mostly inhibitors | 1.6% of 410,000 active; also: % is scaled to controls: 0 for no effect and ±100 for the full control effect; nearly all actives have a fitted effect of over 55% in size
Target sequence (P43220 whole entry, looked up): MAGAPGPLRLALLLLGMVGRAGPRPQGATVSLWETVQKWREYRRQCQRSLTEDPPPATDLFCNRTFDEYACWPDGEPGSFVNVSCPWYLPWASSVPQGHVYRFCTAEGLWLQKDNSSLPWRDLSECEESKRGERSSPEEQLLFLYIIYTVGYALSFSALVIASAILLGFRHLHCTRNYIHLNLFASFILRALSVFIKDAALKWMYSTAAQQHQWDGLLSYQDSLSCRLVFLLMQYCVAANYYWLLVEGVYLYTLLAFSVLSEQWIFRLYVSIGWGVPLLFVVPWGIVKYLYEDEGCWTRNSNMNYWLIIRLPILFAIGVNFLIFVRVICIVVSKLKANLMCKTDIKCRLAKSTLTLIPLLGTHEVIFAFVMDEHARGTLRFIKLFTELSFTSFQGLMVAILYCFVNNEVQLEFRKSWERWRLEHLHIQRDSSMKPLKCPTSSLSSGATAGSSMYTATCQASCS
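Constitutively active GLP-1R drives a cAMP-responsive luciferase in stably transfected HEK293 cells; test compounds are added after overnight (12 h) attachment and left 24 hr, and signal loss in luminescence marks inhibition.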
HT1080 IDH1KD tx: kills HT-1080 cells with IDH1 knockdown; AID 686971; 2% of 360,000 active; Potency, µM (highest dose often 46.1 µM), without a hit: at the highest dose activity, negative = toxicity, usual class: cytotoxic; HT-1080 IDH1 knockdown viability, ATP luminescence, 48 h;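 also: 0% = DMSO wells and -100% = cell-free medium wells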
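Viability of IDH1-knockdown HT-1080 fibrosarcoma cells was assessed by CellTiter-Glo after 48 h at 37 °C with titrated compound; concentration-effect curves were classified by fit quality and response size.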
KB-V1 MDR tox: KB-V1 MDR subline cytotoxicity; KB-V1 MDR cells viability, CellTiter-Glo, 72 h; Potency, µM (series often up to 46.1 µM), for the others: at the highest dose activity change, negative = cytotoxicity, most hits filed as cytotoxic; 3.4% of 400,000 active; AID 1347076; also: % is scaled to controls: 0 for no effect and ±100 for the full control effect; nearly all actives have a fitted effect of over 60% in size
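Potencies derive from concentration-effect curves fitted to normalized luminescence (CellTiter-Glo) of KB-V1 cells treated for 72 h at 37 degrees C in phenol-red-free DMEM containing 10% FBS.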
HEK293 tox: cytotoxic in the GLP-1 receptor inverse agonist counter-screen. HEK293 cAMP-luciferase reporter cells, luminescence, 24 h. Potency, µM (series often up to 38.3 µM), for the others: top-dose activity change, negative = inhibition, usual class: inhibitors. 0.13% of 410,000 active;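 also: loss of luciferase light is scored as toxicity; % is scaled to controls: 0 for no effect and ±100 for the full control effect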
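Compound-treated cells are incubated 24 hr at 37 deg C under 5% CO2 after a 12 hour attachment period, then luciferase detection reagent is added and luminescence is measured following 12 min at room temperature; lowered signal indicates toxicity.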
GLP1R ag: GLP-1 receptor (human) agonism; AID 624172; 0.007% of 380,000 active; Potency, µM (titrated, usually from 45.6 µM), without a hit: top-dose activation, usual class: activators; HEK293 GLP-1R CRE-luciferase, luminescence, 4-6 h; cells express a hypersensitive GLP-1R form; also: % of control where 0% means no effect
KB-3-1 tox: kills parental KB-3-1 adenocarcinoma cells | KB-3-1 viability, CellTiter-Glo ATP luminescence, 72 h | Potency, µM (doses to about 46.1 µM), without a hit: at the top dose activity change, negative = cytotoxic, hits mostly cytotoxic | 1.4% of 400,000 active | AID 1347075; also: % is scaled to controls: 0 for no effect and ±100 for the full control effect; nearly all actives have a fitted effect of over 60% in size
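Using CellTiter-Glo luminescence, growth of non-resistant KB-3-1 adenocarcinoma cells is assessed 72 h after pin-tool compound addition at 37 °C. Normalized responses across the concentration series yield fitted curves.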
Numbers without * were called inactive; ? = inconclusive; · = not tested or not shown; [ ] = remark or other dose. Calls follow the shape of the dose curve; as a rule, active = well fitted curve in the direction sought with a large enough effect; inconclusive = small, poorly fitted or top-dose-only effect, or another doubt; inactive = no such curve, though single readings can be large; an effect the other way counts as inactive or inconclusive. Potency is read from the fitted curve at half-maximal effect.

Results follow in this order: SW480 rereplic | TDP-43 yeast inh | HT1080-NT tox | GLP1R inv ag | HT1080 IDH1KD tx | KB-V1 MDR tox | HEK293 tox | GLP1R ag | KB-3-1 tox
- Cc1ccc2[nH]c(=O)c(CN(CCN3CCOCC3)C(=O)Nc3ccccc3F)cc2c1
→ ? | -9% | -1% | 3% | -8% | ? | -6% | -7% | 26%
- Cc1cc(C(=O)COC(=O)CC2Sc3ccccc3NC2=O)c(C)n1-c1ccc2c(c1)OCO2 (stereo not drawn)
→ -1% | 10% | -6% | ? | -17% | ? | -9% | 6% | -2%
- Cc1ccc(C)c(NS(=O)(=O)c2ccccc2C)c1
→ 0% | 14% | -22% | ? | -4% | -24% | 12% | -1% | 2%
- O=C(NCC1CCCO1)c1c(O)c2ccccc2[nH]c1=O (stereo not drawn)
→ -5% | -40%[inhibitor] | 12% | -1% | 1% | ? | 4% | 7% | 16%
- CCOc1ccc(S(=O)(=O)NC(C)C(=O)NCc2ccc3c(c2)OCO3)cc1 (stereo not drawn)
→ -1% | -17% | 0% | -29% | -10% | -4% | -1% | 15% | 15%
- O=C(NN1CC(C(=O)OCc2ccccc2F)CC1=O)c1ccccc1 (stereo not drawn)
→ 2% | -5% | -4% | -11% | 2% | 1% | 0% | 1% | 3%
- COc1cc(Cl)c(C)cc1NC(=O)COC(=O)/C=C/c1c(C)nn(C2CCS(=O)(=O)C2)c1Cl (stereo not drawn)
→ -4%[9.22 µM] | 6% | 1% | 8% | -1% | 10% | -4% | -2% | 18%
- CCCc1n[nH]c(=O)[nH]1
→ -3% | 5% | 7% | 2% | 6% | -3% | -4% | -3% | 5%
- COCc1cc(C)nc(SCc2ccc(F)cc2)c1C#N
→ -11% | ? | 3% | ? | 0% | 0% | 14% | 11% | -11%
- CCc1nc(SCC(=O)Nc2ccccc2C(=O)OC)n[nH]1
→ -1% | -17% | -11% | ? | -2% | 0% | -5% | -6% | -3%
- Fc1ccccc1NC(=S)N/N=C/c1ccccc1Br
→ 18µM* | 23% | 7.1µM* | ? | 7.1µM* | 3% | 5.6µM* | 13% | 2%
- C=CCOc1ccc(/C=C2/C(=O)ON=C2C)cc1OC
→ ? | ? | ? | 2% | -9% | -4% | -19% | 7% | 16%
- COc1ccccc1N(CC(=O)N1CCc2ccccc2C1)S(C)(=O)=O
→ 0% | -12% | 0% | -8% | 1% | -16% | 17% | 7% | 9%
- CC1CCN(C(=O)CSc2nc(-c3ccc(F)cc3)cc(C(F)(F)F)n2)CC1
→ · | 15% | · | -9% | · | ? | 6% | -1% | 3%
- CCOC(=O)c1c(NC(=O)COc2ccccc2F)sc2c1CC(C)(C)NC2(C)C
→ ? | 4% | 0% | ? | 8% | ? | -18% | 5% | ?
- O=C1CCC(C(=O)N2CCC(CO)CC2)CN1Cc1ccc(Cl)cc1 (stereo not drawn)
→ 0% | 6% | 9% | 10% | 5% | 0% | 1% | 1% | 2%
- COc1ccc(-c2csc(Nc3ccccn3)n2)cc1OC
→ ? | 13µM* | -25% | ? | ? | -11% | 3% | -27% | ?
- C=CCn1c(N2CCN(c3ccc(OC)cc3)CC2)nc2c1c(=O)[nH]c(=O)n2C
→ -4% | -1% | 6% | 45%[activator] | 7% | -14% | 1% | -6% | -1%
- CCOC(=O)[C@H]1[C@H]2COc3ccc(Cl)cc3[C@@H]2N2C(=O)CN(Cc3ccco3)C(=O)[C@@]12C
→ -19% | 1% | 0% | -4% | 2% | -9% | ? | 8% | 7%
- Nc1c(NC(=O)CC[n+]2ccccc2)cccc1[N+](=O)[O-]
→ -33%[inhibitor] | 19% | -3% | 17% | 14% | 1% | -15% | -10% | 4%

3 of these compounds in a different format.
SMILES | SW480 rereplic | TDP-43 yeast inh | HT1080-NT tox | GLP1R inv ag | HT1080 IDH1KD tx | KB-V1 MDR tox | HEK293 tox | GLP1R ag | KB-3-1 tox
C=CCn1c(N2CCN(c3ccc(OC)cc3)CC2)nc2c1c(=O)[nH]c(=O)n2C | -4% | -1% | 6% | 45%[activator] | 7% | -14% | 1% | -6% | -1%
CCOC(=O)[C@H]1[C@H]2COc3ccc(Cl)cc3[C@@H]2N2C(=O)CN(Cc3ccco3)C(=O)[C@@]12C | -19% | 1% | 0% | -4% | 2% | -9% | ? | 8% | 7%
Nc1c(NC(=O)CC[n+]2ccccc2)cccc1[N+](=O)[O-] | -33%[inhibitor] | 19% | -3% | 17% | 14% | 1% | -15% | -10% | 4%

Remaining list, next part
Results follow in this order: SW480 rereplic | TDP-43 yeast inh | HT1080-NT tox | GLP1R inv ag | HT1080 IDH1KD tx | KB-V1 MDR tox | HEK293 tox | GLP1R ag | KB-3-1 tox
- NC(=O)c1ccc(NC(=O)CN2C(=O)NC(c3ccccc3)(c3ccccc3)C2=O)cc1
→ -20% | 18% | 8% | -12% | 0% | 0% | -1% | 14% | 2%
- CN[C@H]1C[C@H]2c3cc(N4CCN(C)CC4)ccc3CCN2C(=O)[C@H]1[C@H](C)O
→ · | 22% | 0% | 3% | -2% | 5% | -10% | -5% | -2%
- O=C(c1ccc(S(=O)(=O)N2CCCC2)cc1)N1CCN(c2ccccc2F)CC1
→ -14% | -5% | 1% | 3% | -5% | -8% | -2% | 6% | -1%
- C=CCn1c(=NC(=O)C2COc3ccccc3O2)sc2cccc(OC)c21 (stereo not drawn)
→ -13% | 13% | -3% | 17% | 1% | ? | 7% | -6% | ?
- Cc1cc(NC(=O)c2ccc(Br)c(S(=O)(=O)N3CCCC3)c2)no1
→ 0% | -2% | -5% | -3% | -16% | ? | -11% | 1% | -8%
- CN(C)c1nc(NCc2ccccc2)nc(N/N=C/c2cccc(Br)c2)n1
→ ? | 17% | -17% | ? | ? | ? | ? | 9% | -6%
- Cc1cc2nncn2c2ccccc12
→ -11% | 6% | 13% | 8% | 5% | 20% | -11% | -4% | 7%
- CCCCCn1c(CN2CCCCC2CC)nc2c1c(=O)n(C)c(=O)n2C (stereo not drawn)
→ -8% | 7% | 0% | -1% | 8% | 17% | 0% | 3% | 9%
- COc1ccc(NC(=O)C(=O)NCC2(c3ccc(OC)c(OC)c3)CCCC2)cc1
→ · | -2% | · | 27% | · | 6% | -5% | · | 0%
- O=C(c1ccc(CNS(=O)(=O)c2cccc(Cl)c2)cc1)N1CCCC1
→ -8% | -3% | 1% | -14% | 4% | 0% | -5% | 13% | 5%
- CCN(CC(=O)NCc1cccs1)CC(=O)Nc1ccccc1C
→ -7% | 5% | -1% | -4% | 6% | -13% | -4% | 0% | 0%
- Cc1cc(=O)oc2c3c(cc(OCC(=O)Nc4ccc(CCO)cc4)c12)OC(C)(C)CC3
→ 7% | 0% | 0% | 9% | -10% | 0% | -20% | 18% | 0%
- CCN(c1cccc(C)c1)S(=O)(=O)c1ccc(N2CCCCS2(=O)=O)cc1
→ · | 1% | · | ? | · | ? | 2% | -1% | 6%
- CSc1ncccc1C(=O)OCC(=O)C(C)(C)C
→ -88%[inhibitor] | 19% | 9% | 8% | 3% | ? | -17% | -1% | 9%
- CCNS(=O)(=O)c1cc(S(C)(=O)=O)ccc1Cl
→ -1% | -25% | 1% | 13% | 9% | -10% | 6% | -6% | -9%
- CC(=O)Nc1cccc(OCCCNS(=O)(=O)c2ccc(F)cc2)c1
→ -5% | 9% | -8% | -15% | 7% | -15% | -8% | -2% | 2%
- Cc1ccc(-n2c(CSc3nc(C)cc(C)n3)n[nH]c2=S)cc1
→ -27% | -8%[9.22 µM] | 12% | 1% | 14% | 13% | 0% | 3% | 12%
- O=C(NCCCn1ccnc1)C(=O)NCC1OCCCN1S(=O)(=O)c1ccccc1 (stereo not drawn)
→ -6% | 1% | -2% | 11% | -6% | 0% | 10% | 1% | -1%
- CCOc1ccc(C(=O)NC(Cc2ccccc2)C(=O)OC)cc1 (stereo not drawn)
→ 2% | 3% | 5% | 12% | 13% | 18% | 3% | 4% | 0%
- Cc1c(Cl)cccc1NC(=O)Nc1cc(C(C)(C)C)on1
→ 1% | 6% | 23% | ? | -2% | -3% | -11% | 9% | 0%
- CCc1ccc(NC(=O)CSc2nc(=O)n(CCCN3CCOCC3)c3c2CCC3)cc1
→ ? | 14% | -1% | 3% | 5% | -12% | -12% | 3% | -1%
- COc1cc2c(C(=O)N3CCN(c4cccc(C)c4)C(C)C3)cn(CC(C)C)c(=O)c2cc1OC (stereo not drawn)
→ · | 20% | · | -10% | · | 12% | -3% | 4% | -1%
- CCSc1nnc(N)s1
→ -5% | 9% | 0% | 2% | -2% | -12% | 6% | 1% | -6%
- CN(C)c1ccc(Cl)cc1N
→ -18% | -6%[9.22 µM] | 9% | -3% | 17% | 4% | -8% | 13% | 5%

Four entries from above, ordered by SMILES length, rising:
Results follow in this order: SW480 rereplic | TDP-43 yeast inh | HT1080-NT tox | GLP1R inv ag | HT1080 IDH1KD tx | KB-V1 MDR tox | HEK293 tox | GLP1R ag | KB-3-1 tox
- CCSc1nnc(N)s1
→ -5% | 9% | 0% | 2% | -2% | -12% | 6% | 1% | -6%
- CN(C)c1ccc(Cl)cc1N
→ -18% | -6%[9.22 µM] | 9% | -3% | 17% | 4% | -8% | 13% | 5%
- O=C(NCCCn1ccnc1)C(=O)NCC1OCCCN1S(=O)(=O)c1ccccc1 (stereo not drawn)
→ -6% | 1% | -2% | 11% | -6% | 0% | 10% | 1% | -1%
- COc1cc2c(C(=O)N3CCN(c4cccc(C)c4)C(C)C3)cn(CC(C)C)c(=O)c2cc1OC (stereo not drawn)
→ · | 20% | · | -10% | · | 12% | -3% | 4% | -1%

Screens as filed in PubChem BioAssay.
